Bioassay records (PubChem)
Polio RdRp inh: poliovirus RdRp elongation inhibitors, primary screen, biochemical, fluorescence polarization, total intensity. Genome polyprotein (Poliovirus type 1 (strain Mahoney)), P03300. poliovirus polymerase elongation; active compounds read low. % elongation, % (compound at 16.7 µg/mL). actives 0.66% (n = 150,000). AID 588519, 2011; in the data active = % elongation below about 90%; note: some results filed as inactive read as strong as hits
Target sequence (P03300 1749-2209 limits assumed): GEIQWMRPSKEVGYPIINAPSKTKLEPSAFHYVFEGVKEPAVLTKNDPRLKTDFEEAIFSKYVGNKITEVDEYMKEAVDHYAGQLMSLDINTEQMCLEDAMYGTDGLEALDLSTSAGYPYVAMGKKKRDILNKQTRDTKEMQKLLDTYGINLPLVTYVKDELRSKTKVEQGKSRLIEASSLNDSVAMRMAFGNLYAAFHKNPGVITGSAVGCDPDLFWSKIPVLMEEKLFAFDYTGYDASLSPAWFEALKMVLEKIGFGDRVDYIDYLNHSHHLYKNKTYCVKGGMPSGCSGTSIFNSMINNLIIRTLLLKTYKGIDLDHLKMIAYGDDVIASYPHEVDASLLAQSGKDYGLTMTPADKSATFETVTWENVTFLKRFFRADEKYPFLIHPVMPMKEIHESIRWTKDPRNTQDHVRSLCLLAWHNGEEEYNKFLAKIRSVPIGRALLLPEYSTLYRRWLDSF
Polio RdRp inh FP z-score: recorded beside Polio RdRp inh, whose call it bears; z-score; measured here: FP z-score; hits read low
* hit, by the source's call; & = joins results of further samples.

Values run as follows: Polio RdRp inh FP z-score	Polio RdRp inh
CC1=CC(=C2C(=O)NC(=S)NC2=O)C=C(C(F)(F)F)N1CCOCCO
→ 0	102.0
O=C(Nc1ccc(F)cc1)N1CCN(c2ccccc2F)CC1
→ -1.4	99.0
CCN(CCCNC(=O)c1cc2cc3ccc(OC)cc3nc2s1)c1ccccc1
→ 0.6	114.0
O=C1CN(C(=O)C2CCCCC2)C(c2ccccc2)c2cc(F)ccc2N1 (centres undefined)
→ -0.1	103.0
O=C(COC(=O)c1c2c(nc3ccccc13)CCC2)Nc1ccccc1
→ 0.1	102.0
CCNC(=O)C1CCCN(S(=O)(=O)N(CC)c2ccc(OCC)cc2)C1 (centres undefined)
→ 0.5	103.0
O=C(COC(=O)c1ccc(O)cc1)Nc1cc(C(F)(F)F)ccc1N1CCOCC1
→ 0.2	104.0
Nc1cccc(C(=O)N2CCOCC2)c1
→ 0.7	104.0
COC(CNc1ncnc2sc3c(c12)CCC3)OC
→ 0.6	107.0
CCC(=O)c1ccc(OC(F)F)cc1
→ -0.1	100.0
COc1ccc(N2CCN(Cc3nc4ccsc4c(=O)[nH]3)CC2)cc1
→ 0	103.0
CCOc1ccccc1NC(=O)CSc1nc2cc(OC)c(OC)cc2c2nc(CCn3c(C)nc4ccccc43)nn12
→ -0.8	104.0
N=C1/C(=C/c2ccc(SC3CCCCC3)o2)C(=O)N=C2SC=CN12
→ 4.9	115.0
COc1ccc(-c2cc(C(=O)NCC3CCCO3)on2)cc1OC (centres undefined)
→ 0	102.0
CCOc1ccc(C(=O)OCC(=O)N2CCCCC2)cc1
→ 0.8	108.0
CCOc1ccc(Oc2cc(NC(=O)c3ccc(F)cc3)cc(NC(=O)c3ccc(F)cc3)c2)cc1
→ 0.3	106.0
O=S(=O)(Nc1ccc(-c2ccc(N3CCCC3)nn2)cc1)c1ccc(C(F)(F)F)cc1
→ -1.5	99.0
CCC1CCCCN1C(=O)Cn1c(=O)n(-c2ccccc2C(F)(F)F)c(=O)c2c(C)c(C(=O)N(C)C)sc21 (centres undefined)
→ 1	110.0
O=S(=O)(c1ccccc1)N1CCC(N2CCCCC2)CC1
→ 0.2	103.0
CS(=O)(=O)Nc1ncnc2sccc12
→ 1.6	114.0
O=C(NCc1ccccc1F)c1ccc(CN2CC(=O)N3CCCCC3C2=O)cc1 (centres undefined)
→ 0.3	111.0
N#Cc1ccc(NC(=O)c2cc(C3CC3)nn2-c2ccccc2)cc1
→ -0.3	100.0
O=C(CSc1ncccn1)c1ccc(O)c(O)c1
→ 0.7	103.0
CCC1CN2CCC34c5ccccc5NC3C(C)C1CC24 (centres undefined)
→ 0.3	101.0
Cc1ccc(C(C)C)c(OCC(=O)Nc2cc(-c3nc4ncccc4o3)ccc2C)c1
→ 0.2	102.0
COc1cc2c(c(OC)c1)C(c1cc(OC)c(OC)c(OC)c1)CC(=O)N2 (centres undefined)
→ 0.1	106.0
Cc1cccc(OCC(=O)Nc2ccccc2C(=O)OCc2cc(=O)n3ccsc3n2)c1
→ -2.6	96.0
Cc1nnc(NCc2ccccc2)c2c1nnn2Cc1ccccc1Cl
→ 0.9	110.0
COc1ccc(CN2C(=O)c3oc4ccccc4c(=O)c3C2c2ccc(O)c(OC)c2)cc1 (centres undefined)
→ 0.6	106.0
CCOC(=O)c1c(CSc2ccsc2)n(C)c2cc(Br)c(O)c(CN(C)C)c12
→ 0.3	103.0
CN(C)c1nc(SCC(N)=O)nc(N(C)C)n1
→ -0.2	100.0
CC(Oc1ccc(F)cc1)C(=O)NCc1ccncc1 (centres undefined)
→ 0.8	109.0
Cc1cc(CC(=O)O)n(C)c1C(=O)c1ccc(Cl)cc1
→ 0.1&0.1	100.0&100.0
CCn1cc(CCCC(=O)NCCC2=CCCCC2)c2ccccc21
→ 1.4	105.0
CCN(CC)C(=O)CSc1nc2ccccc2c(=O)n1Cc1ccco1
→ -0.4	104.0
O=C(NCc1cccc(Cl)c1)c1oc(=O)c2ccccc2c1-c1ccccc1
→ 0.7	109.0
COc1ccc(C(=O)CN2CCCc3cc(C)ccc32)cc1
→ 2.5	114.0
CCOC(=O)c1cc2c(ccn2-c2ccc(F)cc2)n1CC(=O)c1ccc2c(c1)OCCO2
→ 0	102.0
C=CCOc1ccc2ccc(=O)oc2c1
→ 0.4	108.0
COc1ccc(OC)c(NC(=O)c2cc3cccc(OC)c3oc2=O)c1
→ 0.9	109.0

3 entries drawn at random from the list so far:
Values run as follows: Polio RdRp inh FP z-score	Polio RdRp inh
O=C(CSc1ncccn1)c1ccc(O)c(O)c1
→ 0.7	103.0
Cc1cccc(OCC(=O)Nc2ccccc2C(=O)OCc2cc(=O)n3ccsc3n2)c1
→ -2.6	96.0
COc1ccc(OC)c(NC(=O)c2cc3cccc(OC)c3oc2=O)c1
→ 0.9	109.0

(continued)
Values run as follows: Polio RdRp inh FP z-score	Polio RdRp inh
CCCCNC(=O)c1cnc2sc(N3CCCCC3)nn2c1=O
→ -0.1	106.0
CCOC(=O)c1c(NC(=O)c2cc(-c3ccc4c(c3)OCO4)on2)sc2c1CCCC2
→ -3	96.0
O=C(Nc1nnc(-c2ccc(Cl)cc2)o1)C1CC1
→ 1.2	105.0
Cc1cccn2c(=O)c3cc(C(=O)NCc4cccnc4)c(=N)n(CCCO)c3nc12
→ -0.4	104.0
O=C(NCCc1c[nH]c2ccccc12)c1cc2c(s1)CCC2
→ 0	102.0
O=C(NCCN1CCN(C(=O)Nc2ccccc2)CC1)Nc1ccccc1
→ 0.4	102.0
Cc1nc2ccccn2c(=O)c1NC(=O)C(C)C
→ 1	105.0
CCN1CCC(=NNC(=O)COc2ccc(Cl)cc2Cl)CC1
→ 0.3	105.0
c1ccc(NCC2OCc3ccccc3CO2)cc1
→ 0.3	102.0
Cc1cccc(C)c1N=C(NO)c1nonc1N
→ 0.6	102.0
CC(Sc1nnc(-c2ccco2)n1C(C)C1CC2CCC1C2)C(N)=O (centres undefined)
→ -0.5	101.0
CCOc1ccc(NC(=O)CC2C(=O)N(c3ccc(C)cc3)C(=O)N2C2CCCCC2)cc1 (centres undefined)
→ -0.4	102.0
CN1C(=O)CC(c2ccco2)Sc2ccccc21 (centres undefined)
→ 0.2	101.0
Cc1nnc(SCC(=O)c2ccc(Cl)cc2)s1
→ -1.1	95.0
C=CCNC(=O)c1ccccc1OCc1ccccc1
→ -0.5	101.0
CN1CCN(C(=O)C2=C(N)C(C(=O)Nc3ccccc3Br)SC2=NCc2ccccc2)CC1 (centres undefined)
→ -0.3	96.0
Cc1nn(CCCC(=O)NC2CCCc3ccccc32)c(=O)c2cc3sccc3n12 (centres undefined)
→ -0.3	101.0
Cc1oc2ncn(CC(C)C)c(=O)c2c1C(=O)NCc1cccc(Cl)c1
→ 0.5	111.0
CCOC(=O)c1[nH]c2ccc(OC)cc2c1N=C(C)N(C)C
→ -0.5	100.0
COc1cccc(-c2nc3c(c(SCC(=O)Nc4cc(C)ccc4C)n2)Cc2c(CO)cnc(C)c2O3)c1
→ -0.9	103.0
CC(C)(C)NC(=O)c1cnn(-c2ccccc2)c1C1CCN(C(=O)OC(C)(C)C)CC1
→ 0.1	107.0
CCN(c1ccccc1)c1nnc(NC(=O)Nc2cccc(Cl)c2C)s1
→ -0.6	105.0
CC1CCN(Cc2ccc(NC(=O)Nc3cccs3)cc2)CC1
→ -1.1	101.0
CC(=O)N1CCc2cc(S(=O)(=O)NCCC(=O)N3CCc4ccccc43)ccc21
→ -1.3	99.0
O=C(COC(=O)c1ccc(Cl)nc1)NCc1ccccc1Cl
→ 0	103.0
CN(C(=O)COc1ccccc1)C1CCS(=O)(=O)C1 (centres undefined)
→ 0.5	103.0
CCCCNC(=O)c1cnc2sc(N3CCCCCC3)nn2c1=O
→ 0.7	113.0
Cc1ccc(Cl)cc1NCN1C(=O)/C(=C/c2ccc(Br)cc2)NC1=S
→ 0.9	109.0
Cc1csc(=NCC(=O)NCc2ccccc2)n1CC(=O)NCc1ccccc1
→ 0.2	102.0
CCc1cc(=O)oc2cc3occ(C(C)(C)C)c3cc12
→ -0.3	101.0
O=C(O)C(Cc1ccccc1)P(=O)(O)CN1CCOCC1 (centres undefined)
→ 1	102.0
COc1ccc(-n2ncc3c(NCCc4ccccc4)ncnc32)cc1
→ 0.4	103.0
CCOC(=O)C1=C(O)c2ccccc2C1=O
→ 0	101.0
COc1cccc(CN2CCCN(CC(=O)Nc3ccc4c(c3)OCCO4)S2(=O)=O)c1
→ 0.9	110.0
Cc1ccc2onc(CNC(=O)N3CCN(C)CC3)c2c1
→ 1.3	104.0
COc1ccc(CNC(=O)CSc2nc3ccsc3c(=O)n2Cc2ccccc2Cl)cc1
→ -1.3	101.0
CCOC(=O)c1ccc(OC(=O)c2cn(-c3cccc(OC)c3)c(=O)c3ccccc23)cc1
→ 0.8	111.0
Cc1ccccc1Nc1nnc(-c2ccc(C)c(S(=O)(=O)N3CCCCC3)c2)c2ccccc12
→ -0.4	102.0
CCCN1CCN(c2ccc(S(C)(=O)=O)cc2S(C)(=O)=O)CC1
→ 0.5	106.0
CCN1C(=O)/C(=C2\SC(=S)N(NC(=O)c3ccccc3)C2=O)c2ccccc21
→ -0.3	101.0

Four of the compounds above, field by field:
structure: Cc1csc(=NCC(=O)NCc2ccccc2)n1CC(=O)NCc1ccccc1
  Polio RdRp inh FP z-score: 0.2 | Polio RdRp inh: 102.0
structure: CCc1cc(=O)oc2cc3occ(C(C)(C)C)c3cc12
  Polio RdRp inh FP z-score: -0.3 | Polio RdRp inh: 101.0
structure: O=C(O)C(Cc1ccccc1)P(=O)(O)CN1CCOCC1 (centres undefined)
  Polio RdRp inh FP z-score: 1 | Polio RdRp inh: 102.0
structure: COc1ccc(-n2ncc3c(NCCc4ccccc4)ncnc32)cc1
  Polio RdRp inh FP z-score: 0.4 | Polio RdRp inh: 103.0

Next part.
Values run as follows: Polio RdRp inh FP z-score	Polio RdRp inh
CC(NC(=O)CSc1nc2c(c(=O)n1C)C1=C(CCCC1)C2)c1ccccc1 (centres undefined)
→ 0.4	105.0
Nc1[nH]nc(Nc2ccccc2)c1S(=O)(=O)c1ccccc1
→ 0.1	102.0
Cc1ccc(SCC(=O)Nc2ccc3oc(-c4ccc(F)cc4)nc3c2)cc1
→ 0.3	111.0
COc1ccccc1CNC(=O)Cc1c(C)c2c(cc(C)c3c(C)c(C)oc32)oc1=O
→ 0	108.0
Cn1c(=O)n(C)c2cc(CN3C(=O)c4ccccc4C3=O)ccc21
→ 0.2	103.0
O=C(NC12CC3CC(CC(C3)C1)C2)C1CCCN1S(=O)(=O)c1ccccc1 (centres undefined)
→ 0.4	106.0
COC(=O)c1ccc(NC(=O)CSc2nccn2C)cc1
→ 0.4	106.0
COC(=O)CN1C(=O)C(=Cc2ccc(N(C)C)cc2)SC1=S
→ -6.2	69.0
COc1cc(NC(=O)CSc2nc(-c3cccs3)cc(C(F)(F)F)n2)cc(OC)c1OC
→ -0.5	101.0
Cc1ccc(C(C)C)c(OCCCn2c(=O)oc3ccccc32)c1
→ -0.7	103.0
C1Cc2nnc3c4c(nnc(c24)C1)CCC3
→ 1.3	105.0
Cc1ccc2nc(Cl)c3cc(C(=O)N4CCCCC4C)sc3c2c1 (centres undefined)
→ -0.1	104.0
CC(C)N/C=C1/C(=O)c2sccc2N(Cc2ccccc2)S1(=O)=O
→ -0.1	102.0
O=C(NCc1ccccc1)c1cc(-c2ccco2)on1
→ 1.4	104.0
COC(OC)c1ccc(C#N)c(SCC(=O)c2ccccc2)n1
→ 1.1	108.0
O=C1c2ccc(-c3nc4ccc(Br)cc4c(=O)o3)cc2C(=O)N1C1CCCCC1
→ 0.1	104.0
CN(N)c1cc(=O)n(C)c(=O)[nH]1
→ 3.3	111.0
CCOC(=O)c1ccc(-c2ccc(/C=C(\C#N)C(=O)NC(C)(C)C)o2)cc1
→ 0.4	103.0
Cn1cc(Br)c(=O)n(C)c1=O
→ 0.4	104.0
CCN(CC)C(=O)Cc1ccc(Br)cc1
→ 0.2	105.0
CCOc1ccccc1CNC(=O)c1ccc2nc(CCc3ccccc3)oc2c1
→ 0.5	109.0
N#C/C(=C\c1cccnc1)C(=O)Nc1ccccc1
→ -1.6	97.0
Fc1ccc(COc2ccccc2CNC2CCCC2)cc1
→ 0.2	106.0
Cc1ccc2[nH]c(=O)c(CCC(=O)O)c(C)c2c1
→ -0.1	102.0
Cc1ccc(Nc2nc(N)nc(CSc3nc4ccccc4s3)n2)cc1
→ 0.5	106.0
COC(CNC(=O)CN1CCN(Cc2ccc(F)cc2Cl)C1=O)OC
→ 0	101.0
O=C(NCc1ccccc1)c1cc(-c2ccco2)nc2ccccc12
→ 2	121.0
Cc1cc(F)ccc1-n1nnc(C(N)=O)c1C
→ -0.3	105.0
Cc1ccc2c(c1)sc1nc(=O)ccn12
→ 0.8	103.0
Cc1sc2c(c1C)CN(Cc1ccccc1)CN2C(=O)c1ccco1
→ 0.2	104.0
CCN1C(=O)C(=C2C=C(C)OC(C)=C2)C(=O)N(CC)C1=S
→ -0.1	102.0
Cc1ccc(NC(=O)CCn2cccn2)cc1Cl
→ -0.7	103.0
CC(C)CN(CC(C)C)S(=O)(=O)c1cccs1
→ 0	101.0
CN(C)C(=S)SCCCn1c(=O)[nH]c2ccccc21
→ 0.1	100.0
NC(=O)C1CCN(C(=O)CN2CCC(Cc3ccccc3)CC2)CC1
→ -0.3	101.0
Cc1cc(C)nc(Sc2c(C)n[nH]c2C)n1
→ 0.3	104.0
O=C(CCCn1c(=O)[nH]c2ccccc2c1=O)NCc1ccccc1Cl
→ 0.4	109.0
COC(=O)c1ccc(NC(=O)c2nc(-c3ccc(Cl)cc3)n3c2CCCCC3)cc1
→ 1.1	112.0
Cc1cc(Cl)ccc1NS(=O)(=O)c1c(C(=O)N2CCCCCC2)c(C)n(C)c1C
→ -0.9	102.0
CN1CCN(C(=O)c2ccccc2NC(=O)COc2ccc(Cl)cc2)CC1
→ 1.1	104.0
C=CCN1C(=O)C(CC(=O)Nc2ccccc2)N(Cc2ccccn2)C1=S (centres undefined)
→ -0.3	97.0

An excerpt, so the mix of outcomes need not match the whole.
